# PMI inhibitors: inhibitors of human PMI, primary screen, biochemical, fluorescence intensity, coupled assay (AID 1209) | Mannose-6-phosphate isomerase (Homo sapiens) | purified PMI enzyme, coupled fluorescence intensity; higher % means a stronger effect | inhibition, % at 20 µM; hits with a dose series show IC50 in µM | 190,000 compounds, 0.42% hits;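 note: plate controls were DMSO vehicle for no effect and wells lacking substrate for full effect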
# MT stabilizer: microtubule stabilizers in HeLa cells, primary screen, imaging, high-content imaging; % tubulin-high responders, % at 10 µM; 200,000 compounds, 0.83% hits; HeLa tubulin immunostaining HCS, 24 h; share of cells brighter than vehicle mean+2SD;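 active = plate Z-score above 3 for both tubulin-high and condensed-nucleus cell shares, with cell loss under 80%, at 10 µM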;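 note: anti alpha tubulin signal scored within the nucleus-defined area of each cell; some results filed as inactive read as strong as hits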
# Lipid droplet: inhibitors of hepatocyte lipid droplet formation, primary screen, imaging, high-throughput imaging, BODIPY stain. AML12 mouse hepatocytes, oleate lipid droplets. inhibition, % at 6.5 µM. 240,000 compounds, 0.4% hits;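 active = lipid droplet intensity inhibited by at least 50%, with more than 500 cells counted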
#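 Assay system: AML12 hepatocytes (mouse) / Also added: 100 µM oleic acid challenge / Times: overnight treatment with compound plus oleate / Detection: high-content imaging of BODIPY-stained droplets and DAPI nuclei / Evaluation: % inhibition of lipid droplet signal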
# TNAP activation fold: human TNAP enzyme activators, primary screen, biochemical, luminescent, no phosphate acceptor, uHTS (AID 1001). Alkaline phosphatase, tissue-nonspecific isozyme (Homo sapiens). purified TNAP, luminescent activation assay, no phosphate acceptor; higher activation fold means a stronger effect. one-dose activation fold at 20 µM; EC50 in µM for titrated hits. 200,000 compounds, 0.03% hits; in the data active = activation fold from about 3, or a potency from the dose series; inactive = the rest, 99 in 100 with activation fold below about 1.6; note: many of its hits are not listed in these tables
# Ins promoter up: insulin promoter activators in MIN6 cells, imaging, high-content screening, mouse beta cells; z-score at 5 µM; MIN6 insulin promoter-GFP reporter; active compounds read high; 190,000 compounds, 0.3% hits;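 active = z-score above 3 at 5 µM with at least 500 cells counted in the well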
# Autophagy mod: autophagy modulators in MEF cells, primary screen, imaging, high-content, MEF GFP-LC3. calls only at 10 µM (by protocol). AID 463193, 2010. MEF GFP-LC3 puncta imaging; test concentration mostly 10 µM. 190,000 compounds, 0.98% hits;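 active = percentage of spot-positive cells more than 3 SD above its plate mean, without a fluorescence outlier flag or 80% toxicity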;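 note: spot-positive cell cutoff set from DMSO-treated cells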
# T cell modulator: modulators of CD8 T cell-vesicle binding, primary screen, mouse 2C CD8+ T cells, flow cytometry; AID 2052, 2009; 2C CD8+ T cell-vesicle binding; active compounds read low; calls only at 7 µM; 330,000 compounds, 0.068% hits;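 active = response, share of CD8 T cells binding vesicles, and their 90th percentile fluorescence all below set limits, cut at about 80% in these data, passing the limit was not always enough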
#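 Also added: QL9-peptide-loaded Drosophila micro-vesicles bearing Ld, ICAM-1 and B7-1; Test system: purified 2C TCR transgenic mouse naive CD8+ T cells; Measured by: cytometric PE anti-B7-1 and Alexa647 anti-CD8 signals after 1% paraformaldehyde fixation; Timing: binding step 1.5 h, 37 °C, antibody labelling 20 min, ice.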
# b-catenin transl: modulators of beta-catenin nuclear translocation, primary screen, imaging, HeLa cells, immunofluorescence, high-content. 190,000 compounds, 0.3% hits. AID 1665, 2009. nuclear translocation activity, % at 5 µM;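 active = nuclear translocation activity above 50% at 5 µM, with a well cell count of 50 or more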;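 note: per-cell ratio of nuclear to cytoplasmic median beta-catenin stain intensity; plate controls were DMSO negative control for no effect and GSK-3 inhibitor IX positive control for full effect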
#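 Technique: fluorescence imaging of beta-catenin antibody stain plus DAPI / Material: human HeLa cell line / Incubation: compound treatment 24 h, 37°C, 5% CO2 / Read-out basis: % activation of per-cell nuclear versus cytoplasmic median beta-catenin signal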
# human PMI inhibitors: human PMI inhibitors, high substrate, primary screen, biochemical, fluorescence intensity, high mannose 6-phosphate (AID 1220); one-dose inhibition, % at 20 µM; IC50 in µM for titrated hits; Mannose-6-phosphate isomerase (Homo sapiens); 190,000 compounds, 0.66% hits; recombinant PMI enzyme, coupled fluorescence intensity; higher % means a stronger effect
# Ins promoter up cell count: recorded beside Ins promoter up, whose call it bears; cell count; measured here: cytotoxicity, nuclei count;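 total cells summed across four imaged fields per well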
# Lipid droplet cells 6.5 µM: also measured in Lipid droplet; calls as there; cell count; measured here: cell count, cytotoxicity flag;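 cells counted across two imaged fields per well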
# b-catenin transl cell count 5 µM: second read-out of b-catenin transl, no call of its own (marks repeat the call); cell count; measured here: cell count, cytotoxicity flag
# T cell modulator vesicle-bound %: second read-out of T cell modulator, no call of its own (marks repeat the call); double positive events, %; measured here: CD8+ vesicle-bound cell fraction;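 binding gate set so that unloaded-vesicle control wells show 10% double positive cells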
# MT stabilizer Hoechst-high %: also measured in MT stabilizer; calls as there; % Hoechst-high responders; measured here: nuclear condensation Hoechst responders;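 share of cells brighter than vehicle mean plus two SD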
# MT stabilizer cytotoxicity %: recorded beside MT stabilizer, whose call it bears; toxicity, %; measured here: cytotoxicity by cell density;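 0% = mean cell density of plate MIN control wells and 100% = no cells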
# Autophagy mod cell loss 18 h: further read-out of Autophagy mod, marked with its call; toxicity, %; measured here: cell loss, nuclei count;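 cell loss after 18 h compound exposure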
# Numbers without * were called inactive; i = inactive; . = no result given. Cut-off read from the data, not from the text of the source, unless noted: active = inhibition above about 50%; inactive = the rest. Compounds as they come; overall some 2.9% were active at least once.
SMILES,PMI inhibitors,MT stabilizer,MT stabilizer Hoechst-high %,MT stabilizer cytotoxicity %,Lipid droplet,Lipid droplet cells 6.5 µM,TNAP activation fold,Ins promoter up,Ins promoter up cell count,Autophagy mod,Autophagy mod cell loss 18 h,T cell modulator,T cell modulator vesicle-bound %,b-catenin transl,b-catenin transl cell count 5 µM,human PMI inhibitors
CCCCOC(=O)CSC1=C(C#N)C(c2cccnc2)C(C(=O)OCC)=C(c2ccccc2)N1 (stereo not given),10.0%,4.5,1.4,15.1,-36.9,647,1,-0.93,1343,i,-3.8,i,51.3,-1.8,1015,13.5%
Cc1ccc(-n2nnnc2-c2nc3ccccc3s2)cc1,11.0%,3.3,1.9,3.6,-10.2,632,1.2,0.05,1270,i,-11.6,i,50.8,0.4,862,3.3%
O=c1cc(CN2CCN(c3ccc(F)cc3)CC2)nc2sccn12,0.5%,3.2,2.0,4.9,-1.6,680,1.1,-0.56,1275,i,-3.0,i,18.7,.,.,-7.8%
CCC(C)NC(=O)Cn1cc2c(n1)CCC(C)C2 (stereo not given),-7.2%,3.4,3.1,3.2,.,.,0.9,0.54,964,i,4.4,i,63.0,.,.,-8.0%
O=C(COc1ccccc1F)NCc1ccc(-n2cccc2)cc1,-0.5%,3.2,3.7,10.7,2.5,683,1.1,0.23,1013,i,-0.6,i,43.1,-0.4,1031,-2.4%
Cc1cc2cc(C(c3nnnn3Cc3ccco3)N3CCc4ccccc43)c(=O)[nH]c2cc1C (stereo not given),36.8%,3.8,3.6,8.5,.,.,1,0.54,1000,i,14.6,i,45.7,0.3,1234,12.5%
COc1ccc(OC)c(C2C(C(N)=O)=C(C)Nc3nc(-c4cccc(Cl)c4)nn32)c1 (stereo not given),3.9%,4.8,3.6,16.4,.,.,1.1,-0.29,1016,i,12.6,i,62.7,-0.4,1386,10.6%
COC(=O)CSc1nc2cc3c(cc2cc1C)OCCO3,4.7%,5.7,3.0,5.8,.,.,1.1,0.9,1201,i,-4.7,i,21.6,-0.9,883,9.7%
CC1=C(C(=O)OCC(C)C)[C@]23C(=O)c4ccccc4[C@@]2(O1)OC(N)=C3C#N,5.0%,2.4,2.0,7.3,-28.2,707,1,.,.,i,-5.1,i,4.3,.,.,12.4%
CCOC(=O)C1=CSC2=NS(=O)(=O)CCN12,-13.7%,5.5,3.3,7.4,.,.,1,1.11,1168,i,1.7,i,13.9,-1.8,879,-14.4%
CCOc1ccc(NC(=O)CN2C(=O)C3CC=CCC3C2=O)cc1 (stereo not given),-5.3%,3.6,1.5,1.7,9.7,749,1.1,1.08,965,i,2.1,i,30.3,0.4,1157,-8.9%
COc1ccc(-n2c(C)cc(C(=O)Cn3nc(C(=O)O)c4ccccc4c3=O)c2C)cc1,6.4%,6.2,2.3,15.8,0.4,535,1.1,.,.,i,-11.1,i,45.3,0.9,918,6.0%
O=C(Nc1ccccc1)c1ccc(=O)n(Cc2ccc(F)c(F)c2)c1,-9.5%,3.6,3.2,5.2,-5.6,719,1,-0.64,1194,i,40.7,i,53.0,0.1,1025,-4.9%
CCN(CC)C(=O)c1cn(CCC#N)nc1-c1ccc(F)cc1,-5.9%,2.6,2.1,11.3,21.1,781,1.1,-0.16,1310,i,-3.9,.,.,1.4,821,-4.7%
COC(=O)[C@H](CC(C)C)NC(=O)NC1CCCc2ccccc21 (stereo not given in full),4.6%,2.2,1.6,4.5,.,.,1.1,-0.03,1197,i,-7.8,i,36.2,-4.9,1049,7.9%
O=C(CN1C(=O)C2CC=CCC2C1=O)Nc1ccc(S(=O)(=O)Nc2nccs2)cc1 (stereo not given),.,.,.,.,-10.6,724,.,0.27,1129,.,.,i,23.1,0.4,1338,.
COc1ccc2cc(C(=O)C3CCCN(C(=O)c4ccnn4C)C3)ccc2c1 (stereo not given),.,.,.,.,1.9,691,.,-0.21,1127,.,.,i,52.2,-0.7,1339,.
Cn1c(CCN2CCOCC2)nc2cc(NC(=O)COc3ccccc3)ccc21,-13.4%,1.9,1.5,9.2,.,.,1.1,0.11,1228,i,-16.8,i,24.4,-6.5,909,3.2%
CN(C)S(=O)(=O)c1cccc(N=c2scc(-c3ccc4c(c3)NC(=O)CO4)n2CC2CCCO2)c1 (stereo not given),6.2%,3.9,2.3,4.5,29.3,747,1.1,-1.57,770,i,3.1,i,22.5,-0.8,1224,2.2%
Cc1nnc(SCC2CCCO2)n1-c1ccccc1 (stereo not given),5.3%,3.2,1.8,3.2,.,.,1.2,0.07,1312,i,13.1,i,31.7,-3.6,976,4.4%
CC(C)(C)c1cc(-c2ccccc2)no1,.,.,.,.,-5.2,742,.,-0.04,1046,.,.,i,1.1,-0.6,1339,.
O=C(O)C1CCCN1C(=O)Nc1ccc(F)cc1 (stereo not given),-1.3%,3.2,2.0,6.6,-5.6,840,1.1,1.86,1288,i,29.4,i,31.5,.,.,-4.7%
CN(CC(O)COCc1cccs1)C1CCCCC1 (stereo not given),-2.1%,6.3,2.7,5.8,.,.,1.1,0.16,1507,i,-12.6,i,21.2,-2.7,989,-5.7%
CN(C)c1ccc(-c2nn3c(-c4ccccc4Cl)nnc3s2)cc1,9.0%,29.4*,38.9*,57.5*,.,.,1.1,-0.1,731,i,40.2,i,27.1,78.4*,706*,-6.7%
O=C(Nc1ccc(N2CCN(C(=O)C3CC3)CC2)cc1)c1cccs1,-2.1%,1.2,1.2,2.5,9.1,716,1.1,0.39,1629,i,16.7,i,60.2,-2.8,981,10.7%
Cc1ccccc1C1c2[nH]c3ccccc3c2CCN1Cc1cccn1-c1ncccn1 (stereo not given),.,.,.,.,-18.4,683,.,-0.41,1045,.,.,i,28.4,0.7,1288,.
CCOc1ccccc1NC(=O)c1ccccc1NS(C)(=O)=O,2.6%,2.2,2.0,3.7,-5.2,677,1.1,0.41,1843,i,-4.7,i,34.3,-0.2,1100,-0.6%
Cc1ccc(OC(=O)C(F)(F)F)c2c1NCCC2,16.6%,3.9,2.4,4.6,2.8,763,1.1,-0.33,1273,i,4.1,i,19.4,-2.3,1240,11.5%
Cc1ccc2c(c1)nnn2C1CCN(S(=O)(=O)c2ccc(C(=O)N(C)C)cc2)CC1,11.8%,1.5,3.0,6.6,0.5,718,1.1,.,.,i,2.1,i,37.5,0.4,1177,16.0%
CCn1c(N2CCC(Cc3ccccc3)CC2)nc2c1c(=O)[nH]c(=O)n2C,5.2%,2.3,3.8,8.5,.,.,1.2,-1.01,1225,i,0.1,i,25.8,-2.6,992,-0.7%

# Entries of single compounds from above. Values in the order: PMI inhibitors	MT stabilizer	MT stabilizer Hoechst-high %	MT stabilizer cytotoxicity %	Lipid droplet	Lipid droplet cells 6.5 µM	TNAP activation fold	Ins promoter up	Ins promoter up cell count	Autophagy mod	Autophagy mod cell loss 18 h	T cell modulator	T cell modulator vesicle-bound %	b-catenin transl	b-catenin transl cell count 5 µM	human PMI inhibitors
# `CCOc1ccccc1NC(=O)c1ccccc1NS(C)(=O)=O` reads 2.6%	2.2	2.0	3.7	-5.2	677	1.1	0.41	1843	i	-4.7	i	34.3	-0.2	1100	-0.6%
# `CN(C)c1ccc(-c2nn3c(-c4ccccc4Cl)nnc3s2)cc1` reads 9.0%	29.4*	38.9*	57.5*	.	.	1.1	-0.1	731	i	40.2	i	27.1	78.4*	706*	-6.7%

# The results go on.
SMILES,PMI inhibitors,MT stabilizer,MT stabilizer Hoechst-high %,MT stabilizer cytotoxicity %,Lipid droplet,Lipid droplet cells 6.5 µM,TNAP activation fold,Ins promoter up,Ins promoter up cell count,Autophagy mod,Autophagy mod cell loss 18 h,T cell modulator,T cell modulator vesicle-bound %,b-catenin transl,b-catenin transl cell count 5 µM,human PMI inhibitors
CC(C)(C)NC(=O)CN(Cc1cccs1)C(=O)CNS(=O)(=O)c1ccc(F)cc1,4.2%,2.6,3.5,7.9,1.4,680,1.1,0.41,1347,i,5.4,i,21.6,0.8,1467,0.9%
COc1cc(C(=O)NCCOc2ccccc2)c(Br)c(OC)c1OC,12.1%,2.5,1.4,4.1,1.9,685,1.1,-0.53,1825,i,18.8,i,36.4,-0.7,1072,7.5%
Cc1ccc(CNC(=O)[C@@H]2CCC(=O)N2Cc2ccco2)cc1,-7.2%,1.5,1.8,0.9,3.5,773,1,-0.37,970,i,4.4,i,48.0,.,.,-8.3%
CCOC(=O)CSc1nc2cc(C(F)(F)F)cnc2n1C,.,.,.,.,-1.8,646,.,-0.03,1359,.,.,i,10.8,-1.1,1214,.
Cc1nc2ccc(Cl)cc2nc(C)/c1=N\O,2.2%,3.2,2.6,5.9,.,.,1.1,-0.99,1189,i,-14.6,i,32.3,5.6,1137,32.9%
O=C(Nc1sc2c(c1C(=O)c1ccc(Cl)cc1)CCCC2)c1cccnc1,-1.3%,1.5,1.6,6.6,-0.9,682,1,0.29,1912,i,7.8,i,22.1,0.8,1093,-8.3%
CCOC(=O)c1c(C)[nH]c(O)c1C=Nc1ccc(Cl)cc1,-5.1%,1.7,3.6,4.5,.,.,1,.,.,i,-7.6,i,5.6,.,.,16.4%
CC1CCN(C(=O)c2ccc(NS(=O)(=O)c3cccc4cccnc34)cc2)CC1,.,.,.,.,1.9,671,.,-1,1099,.,.,i,31.4,0.6,1327,.
CCOc1ccccc1OCCCNCc1ccco1,6.1%,3.0,2.4,5.9,-2.5,651,1.2,-0.47,1337,i,2.7,i,25.5,-2.6,1058,2.6%
O=C(c1ccc(C(F)(F)F)cc1)N1CCCCC1,6.5%,1.8,2.7,16.3,-11.6,768,1.1,-0.21,1250,i,13.9,i,50.7,-0.2,1086,1.9%
c1ccc(OCc2noc(CN3CCC(C4CCCCC4)C3)n2)cc1 (stereo not given),3.0%,1.5,3.2,8.8,13.6,677,1.1,-0.01,1486,i,3.0,i,55.9,0.5,1076,3.0%

# Screening data (PubChem)
